S-ASM inh: inhibitors of human secretory acid sphingomyelinase; P17405; placental ASM, HMU-PC fluorogenic substrate, 60 min; Potency, µM (series often up to 57.5 µM), without a hit: top-dose activity change, negative = inhibition, actives largely listed as inhibitors; 0.006% of 340,000 active; note: potency is the fitted concentration of half-maximal effect
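Human placenta-derived ASM preincubated with compound 10 min at room temperature, then reacted with 9 uM (final) fluorogenic HMU-PC substrate for 60 min at 37 C. Stop solution raises pH to 10; fluorescence read at Ex 386/Em 447 nm.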
TSG101-PTAP inh: blocks PTAP/TSG101 interaction to inhibit HIV-1 budding | 340,000 tested, under 10 active | Potency, µM (top dose mostly 115 µM), for inactives: at the top dose activity change, negative = inhibition, actives largely listed as inhibitors | Fluorescence polarization, FITC-PTAP peptide / Tsg101 binding; active = well fitted inhibition curve with a large enough effect in the main read-out, with a control signal flat, not every such curve was filed as active; inconclusive = small, poorly fitted or top-dose-only effect, or effect the other way, or a change in a side signal; inactive = no such curve, though single readings can be large or run the other way; note: potency is the fitted concentration of half-maximal effect; % of control where 0% means no effect
Target sequence (Q99816 whole entry, looked up): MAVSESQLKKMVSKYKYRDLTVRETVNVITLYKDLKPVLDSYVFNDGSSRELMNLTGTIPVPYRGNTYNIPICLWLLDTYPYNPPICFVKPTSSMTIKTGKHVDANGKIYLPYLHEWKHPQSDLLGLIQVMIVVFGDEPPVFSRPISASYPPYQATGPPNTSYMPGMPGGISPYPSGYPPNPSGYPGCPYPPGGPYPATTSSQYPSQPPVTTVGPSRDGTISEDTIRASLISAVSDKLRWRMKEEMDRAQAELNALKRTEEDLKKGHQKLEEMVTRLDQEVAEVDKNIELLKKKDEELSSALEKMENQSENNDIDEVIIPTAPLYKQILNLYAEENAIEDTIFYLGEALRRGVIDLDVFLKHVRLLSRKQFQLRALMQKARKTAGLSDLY
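FP read-out: FITC-PTAP peptide, 50 nM final, binding Tsg101 binding domain, 10 uM final; 20 min, r.t.; 10 mM HEPES pH 7.5, 0.15 M NaCl, 0.01% Tween 20, 3 mM EDTA, 0.1 mM TCEP.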
TCR act: T cell receptor activation; AID 504894; primary human leukocytes, anti-CD3, IL-2 HTRF, 48 h; 330,000 tested, under 10 active; Potency, µM (highest dose often 9.22 µM), for inactives: at the highest dose activation of IL-2 secretion, hits mostly activators; note: % of control where 0% means no effect
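Primary human leukocytes incubated 48 hr with anti-CD3 beads plus compound, without co-stimulation. Secreted IL-2 measured by HTRF (europium cryptate/d2 anti-IL-2 pair, 320 nm excitation, 665 nm emission).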
TSHR antag: human thyrotropin receptor antagonism. 0.2% of 330,000 active. activity change, negative = inhibition, % at 11.5 µM. AID 504810. P16473. TSHR-expressing cells, TSH-stimulated cAMP HTRF, 2 h; stronger effect = lower value;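 active = activity change below a set negative limit, meaning inhibition stronger than a set level, cut at about -70% in these data; inconclusive = activity change between two set negative limits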; note: % is set by controls: 0 for no effect and ±100 for the full control effect
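Inhibition of cAMP made by TSHR-expressing cells under TSH stimulation (4nM final, EC80; 2 h, 37 deg C) is quantified with a one-step lysis HTRF kit, anti-cAMP cryptate versus cAMP-d2.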
Menin MLL FP TR: displaces Texas Red mutant MLL peptide from human menin; O00255; Menin + Texas Red MLL mutant peptide, fluorescence polarization; Potency, µM (titrated, usually from 61.6 µM), without a hit: at the highest dose FP activity change, negative = inhibition, hits mostly inhibitors; 0.23% of 270,000 active; active = well fitted inhibition curve with a large enough effect in the polarisation, with a control signal flat, not every such curve was filed as active; inconclusive = small, poorly fitted or top-dose-only effect, or effect the other way, or a change in a side signal; inactive = no such curve, though single readings can be large or run the other way; the % refers to the polarisation; note: potency is the fitted concentration of half-maximal effect; % of control where 0% means no effect; many of its hits are not listed in these tables
Target sequence (O00255 whole entry, looked up): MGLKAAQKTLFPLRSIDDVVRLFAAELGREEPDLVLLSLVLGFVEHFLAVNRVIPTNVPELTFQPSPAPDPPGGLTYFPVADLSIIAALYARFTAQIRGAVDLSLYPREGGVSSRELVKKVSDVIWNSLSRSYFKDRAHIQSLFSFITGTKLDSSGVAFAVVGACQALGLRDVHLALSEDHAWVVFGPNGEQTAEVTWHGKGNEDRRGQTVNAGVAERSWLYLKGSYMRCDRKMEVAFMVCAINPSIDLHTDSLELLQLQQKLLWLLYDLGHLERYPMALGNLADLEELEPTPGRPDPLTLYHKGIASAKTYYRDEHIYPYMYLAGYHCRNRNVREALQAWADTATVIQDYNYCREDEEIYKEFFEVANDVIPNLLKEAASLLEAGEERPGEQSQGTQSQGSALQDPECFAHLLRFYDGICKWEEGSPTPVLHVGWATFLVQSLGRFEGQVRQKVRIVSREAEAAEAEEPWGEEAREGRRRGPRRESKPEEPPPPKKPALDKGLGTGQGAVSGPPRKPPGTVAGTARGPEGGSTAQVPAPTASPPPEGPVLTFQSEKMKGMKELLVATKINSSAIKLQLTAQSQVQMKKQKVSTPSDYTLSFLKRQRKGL
MLL CXXC-DNA inh: blocks binding of human MLL CXXC domain to DNA; 0.037% of 290,000 active; Potency, µM (highest dose often 115 µM), without a hit: at the highest dose activity change, negative = inhibition, hits mostly inhibitors; MLL-CXXC / FITC-HOXA9 DNA fluorescence polarization; Q03164; active = well fitted inhibition curve with a large enough effect in the polarisation, with a control signal flat, not every such curve was filed as active; inconclusive = small, poorly fitted or top-dose-only effect, or effect the other way, or a change in a side signal; inactive = no such curve, though single readings can be large or run the other way; the % refers to the polarisation; note: potency is the fitted concentration of half-maximal effect
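Fluorescence polarization: 7 uM MLL-CXXC (stock) preincubated 5 min with compounds, then 50 nM fluorescein-HOX-A9 DNA (stock) added; 30 min ambient. Buffer 50 mM Tris-HCl pH 7.5, 50 mM NaCl, 1 mM DTT, 0.05% BSA.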
Mito fusion yeast: inhibitors of mitochondrial division or activators of mitochondrial fusion | S. cerevisiae fusion-defective mutant growth rescue, CellTiterGlo 48 h | Potency, µM (highest dose often 46.1 µM), inactives show top-dose growth rescue (activation), hits mostly activators | 0.23% of 320,000 active;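 note: potency is the fitted concentration of half-maximal effect; % of control where 0% means no effect; nearly all actives have a fitted effect of over 45% in size; temperature-sensitive fusion mutants such as fzo1-1 at 37 °C on non-fermentable ethanol glycerol medium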
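Growth-rescue viability read-out: after 48 h at the non-permissive 37C in glycerol/ethanol YPEG, yeast mitochondrial fusion mutants are measured by CellTiterGlo luminescence; compounds (23 nl pinned per well) restoring growth score as division inhibitors or fusion activators.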
Integrin act MD: activators of alpha7 integrin expression for muscular dystrophy; alpha7betagal myoblasts, beta-gal FDG fluorescence, 48 h; Potency, µM (series often up to 38.3 µM), without a hit: top-dose activation, usual class: activators; 0.064% of 350,000 active;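 note: potency is the fitted concentration of half-maximal effect; 100% = response of the positive control SU9516; nearly all actives have a fitted effect of over 60% in size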
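Alpha7betagal+/- myoblasts (passage 13) were plated 16-24 hr, then exposed to compounds (1:260 dilution of DMSO stock) for 48 hours at 37C. After MPER lysis, β-galactosidase reporter activity was read as FDG fluorescence (ex 480/em 540) after 30 minutes.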
MBNL1-CUG inh: inhibitors of human MBNL1 binding to CUG repeat RNA; Q9NR56; TR-FRET MBNL1-His/biotin-(CUG)12 binding, 665/545 ratio; Potency, µM (doses to about 57.5 µM), inactives show at the highest dose activity change, negative = inhibition, most hits filed as inhibitors; 0.036% of 280,000 active; active = well fitted inhibition curve with a large enough effect in the signal ratio, with a control signal flat, not every such curve was filed as active; inconclusive = small, poorly fitted or top-dose-only effect, or effect the other way, or a change in a side signal; inactive = no such curve, though single readings can be large or run the other way; the % refers to the signal ratio; note: potency is the fitted concentration of half-maximal effect; % is set by controls: 0 for no effect and ±100 for the full control effect
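TR-FRET readout: Ex 340 nm, 665/545 nm emission ratio, normalized to buffer-only (basal) and MBNL1-(CUG)12 controls. Complex of MBNL1-His with Biotin-(CUG)12, compounds 92 nM–58 uM, incubated 60 min at room temperature.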
A-T KAP1 phos: candidate therapy for ataxia-telangiectasia; AID 485349; 0.19% of 320,000 active; Potency, µM (series often up to 57.5 µM), for inactives: at the top dose activation, most hits filed as activators; […] A-T fibroblasts, KAP-1 phosphorylation AlphaLISA; neocarzinostatin DNA damage 30 min before lysis; note: potency is the fitted concentration of half-maximal effect; % of control where 0% means no effect; nearly all actives have a fitted effect of over 45% in size
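ATM-like activity read as KAP-1 phosphorylation via AlphaLISA donor/acceptor antibody pairs after lysis and 6 hr at 25C. Cells were ATM-null patient fibroblasts ([…], hTERT), dosed 60 min, then exposed to the DSB inducer NCS for 30 min.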
The depositor's hits bear a star; ? = inconclusive; . = not tested or not shown; [ ] = another dose, or the depositor's remark. Unless noted, calls come from the whole dose curve; as a rule, active = well fitted curve in the direction sought with a large enough effect; inconclusive = small, poorly fitted or top-dose-only effect, or another doubt; inactive = no such curve, though single readings can be large; an effect the other way counts as inactive or inconclusive. An excerpt; the hit share may differ from the screen's.

The line under a structure holds: S-ASM inh | TSG101-PTAP inh | TCR act | TSHR antag | Menin MLL FP TR | MLL CXXC-DNA inh | Mito fusion yeast | Integrin act MD | MBNL1-CUG inh | A-T KAP1 phos
CNc1nnc(-c2ccc(N(C)C)cc2)s1
 : . | -7% | 15%[46.1 µM] | -8 | 4% | -5% | -3% | 5% | ? | 1%
Cn1c(NC(=O)c2ccccc2F)cc(=O)n(C)c1=O
 : 6% | 0% | 4% | 3 | -11% | 20% | 7% | 21% | -11% | 0%
O=C(Cc1ccccc1)NCc1cccnc1
 : 5% | 0% | 13% | 28 | 6% | -9% | -12% | -16% | -10% | 2%
CCS(=O)(=O)N1CCCC(C(=O)NC2CCCCC2C)C1 (stereo not drawn)
 : 1% | 0% | -1% | 6 | 10% | 0% | -3% | 0% | -6% | 3%
O=C(CSCc1c(Cl)cccc1Cl)NN=C1CCCC1
 : -1% | 3% | 0% | 6 | -6% | -6% | -12% | -2% | 1% | -2%
COc1ccc(C(=O)CSc2n[nH]c(-c3ccncc3)n2)cc1[N+](=O)[O-]
 : -1% | -9% | -5%[46.1 µM] | 11 | -4% | -7% | 0% | 3% | . | -2%
Cc1c(Nc2nc3ccccc3nc2NS(=O)(=O)c2ccccc2)c(=O)n(-c2ccccc2)n1C
 : 4% | -8% | 1% | 6 | 3% | -8% | -2% | 1% | -3% | 5%
CCN1C(=O)N[C@@H](c2cccc(C(F)(F)F)c2)[C@H](C(=O)OC)[C@H]1C
 : 5% | -5% | -1% | . | 0%[11.7 µM] | . | . | 33% | . | .
CCOC(=O)C1=C2SCCN2C(=O)C(C#N)C1(C)C (stereo not drawn)
 : -2% | 2% | -43% | . | 1% | 5% | 1% | -20% | -6% | -3%
CCN=c1scc(C)n1/N=C/c1ccc(O)c(O)c1O
 : -5% | -3% | 1% | 1 | ? | -6% | -2% | -44% | ? | 1%
COC(=O)C1CSC(C(=O)OC)N1C(=O)Nc1ccc(Cl)cc1 (stereo not drawn)
 : -7% | -2% | 10% | 2 | 16% | 0% | -2% | 0% | 4% | 11%
NC1=NC[C@H](Cc2ccccc2)N1CCc1cccc(F)c1
 : 2% | 0% | 3% | 5 | . | -3% | 1% | -5% | -12% | ?
O=C(CSc1nc(N2CCCCC2)nc(N2CCCCC2)n1)N1CCN(c2ccccc2)CC1
 : -8% | -1% | -3% | 6 | -19% | 3% | 19% | -56%[inhibitor] | 6% | 20%
Cc1cc(C(=O)NN=C(Cc2ccccc2)Cc2ccccc2)c(C)o1
 : -2% | -9% | -4%[46.1 µM] | 6 | -5% | 6% | -2% | 4% | -13% | 3%
CC(C)CNC(=O)c1nc(-c2ccccc2)n(-c2ccccc2)n1
 : -2% | -3% | 3% | -2 | -9% | -9% | 10% | -4% | -7% | 9%
CCc1cccc(NC(=S)N(CCCN2CCOCC2)C(C)c2cc3cccc(OC)c3o2)c1 (stereo not drawn)
 : 1% | 5% | 2% | 1 | -1% | -3% | 4% | -34% | 0% | 1%
CCCNC(=O)C(Cc1ccc(C(F)(F)F)cc1)NC(=O)c1ccc(C#N)cc1 (stereo not drawn)
 : -1% | . | 1% | -29 | . | . | -5% | 19% | . | -16%
O=C(Nc1cccc(Cl)c1)c1cccnn1
 : -1% | 0% | -6% | -2 | -14% | 8% | -12% | ? | 4% | -6%
COc1ccc(NS(=O)(=O)c2cn(C)cn2)cc1OC
 : . | -2% | -2% | 9 | 7% | 6% | -4% | -4% | 0% | 0%
Cc1cccc(-n2c(C)cc(C=C3C(=O)c4ccccc4C3=O)c2C)c1
 : 0% | -2% | -3% | -30 | ? | 32µM* | -1% | 20% | 11% | -2%
Cc1cccc2cc(C#N)c(SCC(=O)NCc3cccs3)nc12
 : 7% | -4% | -3%[46.1 µM] | 1 | -20% | 8% | 0% | -12% | . | 0%
COc1cccc(C(=O)c2ncc(C(F)(F)F)cc2Cl)c1
 : 0% | 0% | -6% | -2 | 5% | -8% | 1% | 0% | -4% | 5%
CCOCCCNCc1ccc(OCc2ccccc2C)c(OC)c1
 : 4% | -1% | -3% | 5 | -21% | 21% | -2% | ? | -5% | 0%
COc1cc(/C=N/NC(=O)c2cccc3ccccc23)ccc1OCC(N)=O
 : -2% | 0% | 2% | . | . | . | . | -3% | . | .
CCN(CC)S(=O)(=O)c1cccc(C(=O)NCC2(N3CCOCC3)CCCCC2)c1
 : -5% | -1% | -6% | -1 | . | . | 2% | 28% | . | 14%
Cc1cccc(NC(=O)Cn2c(=O)oc3cc(S(=O)(=O)N4CCCC4)ccc32)n1
 : 7% | 1% | 5% | 21 | 1% | -1% | 2% | 2% | -3% | 6%
CCN(C[C@H]1N[C@@](Cc2ccccc2)(C(=O)OC)[C@H]2C(=O)N(C)C(=O)[C@@H]12)S(=O)(=O)c1ccc(C(C)(C)C)cc1
 : 23% | 3% | 1% | -6 | . | . | . | 5% | . | 6%
CCOC(=O)c1c(-c2ccccc2)c[nH]c1C
 : 8% | -7% | 11% | . | . | . | . | ? | . | .
CC(C)(C)c1cc(CNC2CS(=O)(=O)C[C@@H]2O)cc(C(C)(C)C)c1O (stereo partly drawn)
 : -2% | -4% | -2% | -6 | -7% | -3% | 4% | -49%[inhibitor] | 7% | -5%
CCc1ccc2nc(NC(=O)c3cc(C)on3)sc2c1
 : 19% | -2% | -5% | -9 | 40%[activator] | 3% | 4% | 1% | 18% | -3%

Entries above that contain a furan ring, fused or not, in the order listed:
The line under a structure holds: S-ASM inh | TSG101-PTAP inh | TCR act | TSHR antag | Menin MLL FP TR | MLL CXXC-DNA inh | Mito fusion yeast | Integrin act MD | MBNL1-CUG inh | A-T KAP1 phos
Cc1cc(C(=O)NN=C(Cc2ccccc2)Cc2ccccc2)c(C)o1
 : -2% | -9% | -4%[46.1 µM] | 6 | -5% | 6% | -2% | 4% | -13% | 3%
CCc1cccc(NC(=S)N(CCCN2CCOCC2)C(C)c2cc3cccc(OC)c3o2)c1 (stereo not drawn)
 : 1% | 5% | 2% | 1 | -1% | -3% | 4% | -34% | 0% | 1%

(more compounds)
The line under a structure holds: S-ASM inh | TSG101-PTAP inh | TCR act | TSHR antag | Menin MLL FP TR | MLL CXXC-DNA inh | Mito fusion yeast | Integrin act MD | MBNL1-CUG inh | A-T KAP1 phos
CCCCOc1ccccc1-c1ccccc1CN1[C@@H](C(C)C)COCCS1(=O)=O
 : -4% | 1% | -2%[46.1 µM] | -22 | . | . | . | -8% | . | 4%[11.5 µM]
COc1ccccc1CN1CC(C(=O)NCc2cnn(C)c2)CCC1=O (stereo not drawn)
 : . | -2% | 0% | 7 | . | 5% | 2% | -1% | -2% | 21%
COc1ccccc1OCCCC(=O)Nc1nccs1
 : -2% | -3% | 8% | -14 | 10% | -18% | 7% | 4% | 5% | 3%
CN(C)c1ccc(/C=C/C#N)cc1
 : 160%[activator] | 2% | 6% | -4 | . | -12% | -2% | ? | ? | -9%
CCCCOc1ccc(C(NC(=O)OCC)NC(=O)OCC)cc1
 : 0% | -5% | -1%[46.1 µM] | -11 | 14% | -3% | -9% | -3% | . | 7%
COc1cccc(C(=O)Nc2cc(Cl)c(O)c(Cl)c2)c1
 : -8% | -5% | 11% | -14 | . | 2% | 1% | ? | -8% | 6%
Nc1ccc(S(=O)(=O)c2ccccc2)nc1
 : 5% | -4% | 1% | -7 | 2% | -6% | 3% | -7% | -3% | -13%
O=C(NCc1ccccc1Cl)c1ccncc1
 : 1% | -1% | -9% | 5 | 9% | 4% | 2% | 6% | 4% | 3%
CC(C)(C)n1nc(C2CC2)cc1NC(=O)Nc1ccc(Cl)cc1
 : 2% | 0% | 2% | 8 | 19% | -4% | 2% | 0% | -17% | 0%
COc1ccc(C(CNC(=O)c2cccc(S(=O)(=O)N(C)c3ccccc3)c2)N2CCCC2)cc1 (stereo not drawn)
 : 7% | 1% | -2% | 3 | . | . | 8% | -34% | . | -1%
COc1ccc(C(=O)Nc2nnc(-c3ccco3)s2)cc1
 : -1% | -1% | . | 4 | 9% | 24% | 3% | 1% | 19% | -1%
